DAGLB inh: diacylglycerol lipase beta (human) inhibition; actives 0.059% (n = 340,000); inhibition, % at 5.17 µM; AID 504411; HEK293T DAGLB membrane lysate, EnzChek fluorogenic substrate; Q8NCG7; in the data active = inhibition above about 34%;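 also: 0% = enzyme with vehicle and 100% = wells lacking enzyme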
CAL PDZ FP-1: blocks peptide binding to human CAL PDZ domain | AID 504414 | inhibition, % at 20 µM | Q9HD26 | actives 0.02% (n = 330,000) | purified CAL PDZ, TMR-peptide fluorescence polarization, 1 h;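 active = highest replicate inhibition of at least 40%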;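 also: plate controls were DMSO neutral control wells for no effect and unlabeled competitor peptide control wells for full effect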
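System: purified tagged CAL PDZ domain construct (CerCALP). Schedule: 1 h incubation at room temperature before polarization reading. Medium: 25 mM sodium phosphate pH 7.4, 150 mM NaCl, TCEP, IgG, Thesit. Read-out: percent inhibition from loss of millipolarization. Measured by: FP readout, S and P plane fluorescence. Probe or stimulus: fluorescent TMR peptide probe.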
RTF Ca sens inh: cardiac RTF calcium desensitization | P19429+P45379 | IANBD-labeled cardiac RTF, Ca2+ fluorescence | inhibition, % at 7.15 µM | actives 0.12% (n = 340,000) | AID 493244;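 active = inhibition above the mean inhibition of all tested compounds plus 3 SD, cut at about 17% in these data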;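 also: assay run at fixed EC70 calcium of 1.6 mM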
NSD2 HMT inh: blocks human histone methyltransferase NSD2; inhibition, % at 12.5 µM; NSD2 peptide methylation, AlphaScreen, 120 min; O96028; actives 0.54% (n = 310,000); in the data active = inhibition above about 50%
CAL PDZ FP-2: CAL PDZ (human) peptide binding inhibition. Q9HD26. purified CAL PDZ, TMR-peptide fluorescence polarization, 1 h. inhibition, % at 24.9 µM. actives 0.92% (n = 300,000). AID 602252;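 active = mean inhibition of at least 30% with at least half of replicates also reaching 30%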;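 also: 0% = DMSO neutral control and 100% = excess unlabeled competitor peptide PRC23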
Keap1-Nrf2 PPI: inhibitors of human Keap1-Nrf2 protein-protein interaction; inhibition, % at 9.4 µM; Q14145; Keap1 Kelch-Nrf2 peptide fluorescence polarization, 1536-well; actives 0.15% (n = 340,000); in the data active = inhibition above about 12%;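 also: human Keap1 Kelch domain with fluorescein labeled Nrf2 9mer peptide probe; 0% = neutral control wells and 100% = peptide positive control; higher means more block of Keap1 binding to Nrf2 peptide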
Target sequence (Q14145 whole entry, looked up, the tested form may be a part): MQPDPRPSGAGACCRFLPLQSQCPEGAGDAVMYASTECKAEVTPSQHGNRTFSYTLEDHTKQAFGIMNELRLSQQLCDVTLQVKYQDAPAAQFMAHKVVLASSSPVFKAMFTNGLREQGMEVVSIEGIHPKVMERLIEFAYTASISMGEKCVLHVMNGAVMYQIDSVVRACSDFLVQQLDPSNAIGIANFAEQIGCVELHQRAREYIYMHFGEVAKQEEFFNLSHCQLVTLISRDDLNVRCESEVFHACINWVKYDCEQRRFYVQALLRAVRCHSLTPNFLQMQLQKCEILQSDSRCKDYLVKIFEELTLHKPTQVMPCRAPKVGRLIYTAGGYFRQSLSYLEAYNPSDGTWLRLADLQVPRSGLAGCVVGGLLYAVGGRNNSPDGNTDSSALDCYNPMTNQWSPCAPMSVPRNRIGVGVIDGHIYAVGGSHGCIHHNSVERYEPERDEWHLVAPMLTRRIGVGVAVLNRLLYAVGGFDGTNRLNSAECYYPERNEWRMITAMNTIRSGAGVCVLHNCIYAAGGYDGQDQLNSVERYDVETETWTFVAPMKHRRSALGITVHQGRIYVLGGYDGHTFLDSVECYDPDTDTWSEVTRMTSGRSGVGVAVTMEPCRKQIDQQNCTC
Pemphigus Ab inh: inhibitors of pemphigus antibody binding to human desmoglein-3; P32926; DSG3-coupled beads, scFv-anti-DSG3-GFP binding, flow cytometry; hits give low values; binding (percent of control), % at 10 µM; actives 0.48% (n = 310,000);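 active = binding more than 3 SD below its plate's average and above zero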;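 also: hits lower antibody fragment binding to DSG3; some compounds called inactive have numbers as strong as hits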
LANA DNA inh: inhibitors of KSHV LANA C-terminal domain DNA binding; actives 0.078% (n = 340,000); MBP-C-LANA/FAM-LBS DNA binding, fluorescence polarization; AID 504423; inhibition, % at 9 µM;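 active = highest replicate inhibition at or above 60% at 9 µM, even if other replicates fall short; inactive = all replicates below 60% inhibition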;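 also: 0% = neutral control wells and 100% = 4 µM acridine orange control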
V-ATPase pHluor: regulators of yeast V-ATPase proton transport. S. cerevisiae, pHLuorin cytosolic pH fluorescence. response, % at 10 µM. actives 0.37% (n = 350,000). AID 504577; in the data active = response mostly above about 7.3%, no sharp cut-off; inactive = mostly below about 5.4%; also: actives read high; inactives centre near 0; some compounds called inactive have numbers as strong as hits; reference of the scale not given here
Arr AP2 block: inhibitors of human beta-arrestin and AP2 interaction; FITC-arrestin peptide / GST-AP2 beads, flow cytometry; AP2 beta2 appendage carries R879A mutation; inhibition, % at 10 µM; actives 0.31% (n = 340,000); AID 504490;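 active = inhibition above a set limit, near 3 SD of compounds lacking own fluorescence, cut at about 54% in these data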;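 also: plate controls were DMSO wells for no effect and 5 µM unlabelled arrestin peptide for full effect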
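Measured by: flow cytometry, FL1 (488/535 nm); Material: AP2 appendage R879A on GSH beads; Evaluation: percent response; Timing: pre-incubation 12 min, peptide binding 1 h, room temperature; Also added: 50 nM FITC-arrestin peptide; Medium: PBS with 0.05% Tween 20 and 0.1% BSA.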
An asterisk follows results filed as active; x = not tested or not shown. The list is partial; count on the stated rates, not on these rows.

SMILES	DAGLB inh	CAL PDZ FP-1	RTF Ca sens inh	NSD2 HMT inh	CAL PDZ FP-2	Keap1-Nrf2 PPI	Pemphigus Ab inh	LANA DNA inh	V-ATPase pHluor	Arr AP2 block
Cc1ccc(NS(=O)(=O)c2cccc(C(=O)NCC(c3ccc(F)cc3)N3CCOCC3)c2)cc1 (stereo not given)	-1	-1.5	-2	-1	-1	4	103	-2.2	4	0
CCOC(=O)/C(C(N)=NCCO)=C(/O)c1ccccc1	0	-0.1	-3	-1	5	-1	104	-0.6	6	18
O=[N+]([O-])c1cc(/C=N/N2CCOCC2)cs1	0	x	-6	2	10	4	90	-0.6	0	-1
COc1ccc(Nc2nnc(-c3ccc(O)cc3)c3ccccc23)cc1	2	-2.9	2	-2	-6	-2	103	-5.3	5	-4
C=CCN(C(=O)c1ccc(Cl)cc1)c1ccccc1C(=O)NCC(=O)O	1	0.4	0	-1	x	-2	110	-0.3	-2	0
Cc1cccn2c(=O)nc(SCC(=O)Nc3ccc4c(c3)OCCO4)nc12	-1	-2.9	-2	-3	0	-4	x	-0.9	-4	11
CC(=O)N1CCc2cc(S(=O)(=O)NCCC(=O)Nc3ccc4c(c3)OCCO4)ccc21	0	0.4	-6	x	x	-3	127	-0.5	-3	7
CCOc1ccc(C(c2c(O)nc(SC)[nH]c2=O)c2c(O)nc(SC)[nH]c2=O)cc1	x	x	x	1	x	x	103	x	0	20
O=C(CSc1nnc(-c2ccc(O)cc2)n1-c1ccccc1)CC(=O)Nc1ccccc1	8	-1.4	-9	3	x	-2	118	0.2	1	5
O=C(CCS(=O)(=O)c1ccc2c(c1)NC(=O)CO2)NCCc1ccc(Cl)cc1	2	-1.7	-8	-6	-5	-5	105	-0.9	0	-3

3 entries from above, ordered by the number in CAL PDZ FP-1, smallest number first.
| compound | CAL PDZ FP-1 |
| --- | --- |
| Cc1ccc(NS(=O)(=O)c2cccc(C(=O)NCC(c3ccc(F)cc3)N3CCOCC3)c2)cc1 (stereo not given) | -1.5 |
| CCOC(=O)/C(C(N)=NCCO)=C(/O)c1ccccc1 | -0.1 |
| C=CCN(C(=O)c1ccc(Cl)cc1)c1ccccc1C(=O)NCC(=O)O | 0.4 |

Further results:
SMILES	DAGLB inh	CAL PDZ FP-1	RTF Ca sens inh	NSD2 HMT inh	CAL PDZ FP-2	Keap1-Nrf2 PPI	Pemphigus Ab inh	LANA DNA inh	V-ATPase pHluor	Arr AP2 block
O=C(NCc1ccccn1)Nc1ccc(Br)cc1Cl	0	-2.3	-7	-3	-7	5	109	0.1	-2	-15
Cc1ccc(NC(=O)CCN2C(=O)c3ccccc3S2(=O)=O)cc1C	-3	-1.6	-10	0	-1	2	96	-2.1	-1	6
CCc1ccc(C(=O)COC(=O)C(Cc2ccccc2)NC(=O)c2ccc(Cl)cc2)cc1 (stereo not given)	-15	x	2	-3	-3	-1	94	0.2	-7	-8
COC(CNS(=O)(=O)c1cc2c3c(c1)CCN3C(=O)CC2)OC	3	-0.5	0	-13	48*	-4	107	0.6	1	-11
CCN1C(=O)S/C(=C/c2ccc(Sc3nc4ccccc4[nH]3)o2)C1=O	-2	0.2	-6	-1	-2	-2	96	-0.3	1	-12
O=C(COc1ccc2c(-c3ccccc3)cc(=O)oc2c1)NCc1cccs1	-5	-0.2	1	-4	0	-3	99	0.2	0	-20
COc1ccc(Nc2ncnc3ccccc23)cc1	0	x	-1	-2	-1	0	108	-0.9	-2	-7
Cc1cc(C)n(C(C[N+](=O)[O-])c2ccc(Cl)cc2)n1 (stereo not given)	-5	-1.6	-9	-1	-3	1	86	2.0	9	6
Cc1ccc(-c2nc(CS(=O)CC(=O)NCCCN3CC(C)CC(C)C3)c(C)o2)cc1 (stereo not given)	3	-1.0	2	x	x	0	110	2.1	-4	3
CCOC(=O)C(C#N)(Cc1cc(OC)cc(OC)c1)Cc1cc(OC)cc(OC)c1	-8	-0.5	1	x	-1	0	100	0.9	5	7
CCCCS(=O)c1c(O)c2ccccc2[nH]c1=O (stereo not given)	2	1.1	-2	-2	3	-2	86	-0.5	0	12
Cc1cccc(NC(=O)CSc2nc(N)c(NC(=O)c3cccs3)c(=O)[nH]2)c1	-5	-1.0	-3	x	x	1	105	0.0	3	12
O=[N+]([O-])c1ccc(C2CCCC/C2=N/OCc2ccccc2F)c([N+](=O)[O-])c1 (stereo not given)	-12	-0.8	-12	4	x	3	x	-0.1	-1	10
CNC(=S)N(Cc1cc2cc(C)cc(C)c2[nH]c1=O)C1CCCC1	3	-1.2	-11	-7	0	-6	101	-1.9	-2	16
COc1ccc(C(=O)NCC2CCCN2S(=O)(=O)c2cccs2)cc1 (stereo not given)	1	0.2	-32	0	5	2	103	0.9	-3	-14
Cc1cc(NC(=O)CSc2nc3ccsc3c(=O)n2CCCC(=O)NCCc2ccccc2)no1	0	-0.7	-1	-2	-9	5	112	0.5	3	-13
CC1(C)Cc2nc3sc4c(NCCO)ncnc4c3cc2CS1	4	-1.5	5	0	1	-3	x	-1.2	0	-5
CC(=O)c1c(C)[nH]c(C(=O)OCC(=O)c2ccc(C)s2)c1C	0	-0.8	0	0	-6	-1	103	0.0	1	11
COC(=O)c1sccc1-n1cccc1C(=O)NCc1ccccc1	-1	-0.8	-1	2	0	-6	106	-0.9	1	-15
Cc1[nH]c(=O)c(C#N)c2c1COC(C)(C)C2	3	-2.4	-9	-10	-1	-4	93	0.8	-1	-16
COc1ccc(NC(=O)CCc2nc(-c3ccc(C)cc3)no2)cc1Cl	-5	-0.2	-9	40	x	-3	106	0.0	6	3
N=C1/C(=C\c2ccc(OC(=O)c3ccco3)cc2)C(=O)N=C2SC=NN12	3	-1.6	1	0	-3	-6	72	1.4	3	-7
O=S(=O)(Nc1ccccc1N1CCOCC1)c1c(F)cc(F)cc1Br	0	0.2	-5	-2	0	-4	101	0.0	-1	7
Cc1ccc(C)c(N2CCN(C(=O)c3ccc4c(c3)c(C)c(C)n4C)CC2)c1	-5	-1.0	3	7	-1	-6	104	2.0	0	2
COc1ccccc1NC(=O)Nc1ccc(C)cn1	1	-0.8	-5	-4	-4	-8	117	0.5	-4	4
Clc1cccc(OCCCCN2CCCCC2)c1	-1	-0.3	-2	7	7	1	125	-1.8	1	6
N#CC1=C(N)Nc2nc3ccccc3n2C1c1ccc(Cl)cc1 (stereo not given)	2	-2.5	-12	-1	-3	0	x	1.3	-1	30
O=C(Nc1cccc(C(F)(F)F)c1)NC1CCCCC1	-2	-1.3	-4	-1	-4	-2	102	-0.1	-2	-4
CCc1c(C)nc2ncnn2c1N1CCC(C(=O)Nc2ccc(C)cc2)CC1	1	-1.7	2	x	-5	-5	109	-1.3	0	10
O=c1[nH]nc(SCCS(=O)(=O)c2ccc(F)cc2)n1-c1ccccc1	x	x	x	-1	x	x	105	x	-2	11
CN(CCO)c1nc(N)c2c(N)nc3c(c2c1C#N)CC(=O)N3Cc1cccs1	3	0.1	-5	0	123*	-3	104	-1.4	0	11
CC(C)Oc1ccc(C2CC(=O)N(c3cccc(C(=O)O)c3)C2=O)cc1 (stereo not given)	-3	-0.8	-19	7	-1	1	96	1.0	1	19
O=C(CCSCc1cccc(Cl)c1)NCCc1ccc(Cl)cc1	-7	-0.6	10	-1	-2	-1	x	-1.4	58*	-4
O=C(O)CC(NC(=O)COc1ccccc1)c1cccc([N+](=O)[O-])c1 (stereo not given)	x	-0.4	x	0	2	-5	101	-0.7	1	-1
CC(=O)Nc1ccc(S(=O)(=O)N(C)CCOCc2ccccc2)cc1	0	0.0	-6	1	x	0	107	-0.7	3	1
COc1ccc(CC(=O)Nc2cccc(S(=O)(=O)N3CCCC3)c2)cc1OC	-1	-0.9	2	0	0	-6	x	106	0	19
COc1ccc(OC)c(Cc2nnc(CCC(=O)NCc3nc4ccccc4s3)o2)c1	-4	-1.6	-12	x	-2	2	100	-0.3	-5	4
O=C(c1ccc(CS(=O)c2ccc(F)cc2)o1)N1CCN(C2CCCCC2)CC1 (stereo not given)	1	-0.6	-9	-1	-2	5	x	-0.8	-1	32
C#CCNC(=O)C1=C[C@@H](c2ccccc2)[C@H](CCCO)[C@@H](OCC)O1	-2	-0.6	1	x	-2	-4	97	-0.2	0	0
CC(=O)Nc1nc(-c2ccc(-c3ccccc3)cc2)cs1	-1	x	x	-2	x	x	102	x	-1	x
Cc1ccc(-n2nnnc2CNC(=O)C(=O)c2c[nH]c3ccccc23)cc1C	-1	x	x	7	x	x	102	x	-2	x
N#C/C(=N\Nc1ccc(Cl)cc1)C(=N)N1CCCCCC1	1	-0.2	-3	-1	x	0	90	2.8	3	13
CC(C)[C@H](NS(=O)(=O)c1ccc(Cl)cc1)C(=O)OCC(=O)NCCN1C(=O)CSC1=O	0	-2.3	-5	0	0	-1	102	0.4	-1	34
CC1CCCCC1NC(=O)COn1nnc2ccc(Cl)cc21 (stereo not given)	0	-1.1	-17	3	-1	-2	105	-0.2	2	-19
Cc1ccc(S(=O)(=O)N2CCCC(C(=O)NCC3CCCO3)C2)cc1 (stereo not given)	0	-1.4	2	-1	6	0	x	-1.4	7	-5
CSc1ccccc1NC(=O)CN(C)CC(=O)Nc1ccc(N2CCOCC2)cc1	1	-0.3	-12	-4	-1	-1	102	-1.0	-1	-8
COc1ccccc1OCCC(=O)N1CCN(c2ccccc2OC)CC1	-1	-0.9	-7	-1	-3	-4	98	0.0	0	-14
COc1ccc(CN(Cc2ccccn2)S(=O)(=O)c2ccc(-n3cnnn3)c(OC)c2)cc1	-3	-3.1	-9	-2	-3	4	99	0.9	-4	6
O=S(=O)(Cc1noc(-c2ccccc2Cl)n1)c1ccccn1	-2	0.2	-7	1	-2	-3	116	-0.2	-1	13
CCOC(=O)NCc1ccc(S(=O)(=O)Nc2ccccc2C)cc1	0	0.0	2	-1	2	0	x	-0.1	4	-4

Other records
SMILES	DAGLB inh	CAL PDZ FP-1	RTF Ca sens inh	NSD2 HMT inh	CAL PDZ FP-2	Keap1-Nrf2 PPI	Pemphigus Ab inh	LANA DNA inh	V-ATPase pHluor	Arr AP2 block
Cc1ccc2sc(=O)[nH]c2c1	-2	-0.8	0	2	x	-3	102	0.3	-2	26
CCOc1ccc(S(=O)(=O)Nc2cccc(C(=O)NCC(C)(C)N3CCOCC3)c2)cc1	-3	-1.8	-9	0	-1	0	100	1.1	-5	31
Cc1csc(NC(=O)CSc2nccn2Cc2ccco2)n1	-2	-0.1	5	x	-1	5	104	1.6	1	14
CCOC(=O)c1sc(SC)c2c1CCC/C2=N/OC	-9	-0.8	-2	-3	x	-3	109	0.8	5	6
CCn1c(-c2cccc(S(=O)(=O)N3CCCC3)c2)n[nH]c1=S	-1	1.2	-5	-1	2	2	100	0.9	-1	-10
CCOc1cc(CNc2ccc3c(c2)CCC3)ccc1O	-1	-1.4	0	x	1	-1	126	-0.1	5	14
CCOC(=O)N1CCc2cc(OC)c(OC)c3c2c1cc1cc(OC)c(OC)cc13	2	2.0	-5	12	-5	-1	85	1.4	5	1
COc1ccc(NC2CCCN(C(=O)c3cc(CC(C)C)nc(N)n3)C2)cc1 (stereo not given)	3	-0.6	-6	7	3	-2	100	-0.3	0	33

Screening data (PubChem BioAssay)
